# Sm TGR inh = inhibitors of Schistosoma mansoni thioredoxin glutathione reductase; purified TGR, DTNB reduction, TNB absorbance 405 nm; Potency, µM (titrated, usually from 114 µM), inactives show top-dose activity change, negative = inhibition, hits mostly inhibitors; hit rate 3% among 360,000; AID 485364; further: potency means the concentration at half of the fitted maximal effect; nearly all actives have a fitted effect of over 60% in size
#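 First, TGR (20 nM dispensed) and NADPH were mixed with compound. Second, a 15 min room-temperature incubation followed. Third, further NADPH and then DTNB were added to start the reaction. Finally, TNB absorbance was monitored kinetically.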
# HCMV antiviral = inhibitors of human cytomegalovirus; HFF cells, HCMV-luciferase reporter, 72 h; stronger effect = lower value; activity change, negative = inhibition, % at 57.5 µM; hit rate 4.5% among 410,000; in the data active means activity change below about -60%; inconclusive means no clear call, values can overlap the other calls; inactive means above about -39%
#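 Inhibition of viral replication was scored as loss of reporter luminescence in HFFs infected with HCMV-luciferase (MOI 1 PFU/cell) for 72 h; compounds tested at 2 doses, normalized to buffer and Salinomycin controls.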
# FBPA Giardia inh = Giardia lamblia aldolase inhibition | A8B2U2 | purified Giardia FBPA | Potency, µM (titrated, usually from 59.6 µM), for the others: top-dose activity, negative = inhibition, actives largely listed as inhibitors | hit rate 0.71% among 290,000 | AID 2451; further: potency means the concentration at half of the fitted maximal effect; nearly all actives have a fitted effect of over 55% in size
# Target sequence (A8B2U2 whole entry, looked up): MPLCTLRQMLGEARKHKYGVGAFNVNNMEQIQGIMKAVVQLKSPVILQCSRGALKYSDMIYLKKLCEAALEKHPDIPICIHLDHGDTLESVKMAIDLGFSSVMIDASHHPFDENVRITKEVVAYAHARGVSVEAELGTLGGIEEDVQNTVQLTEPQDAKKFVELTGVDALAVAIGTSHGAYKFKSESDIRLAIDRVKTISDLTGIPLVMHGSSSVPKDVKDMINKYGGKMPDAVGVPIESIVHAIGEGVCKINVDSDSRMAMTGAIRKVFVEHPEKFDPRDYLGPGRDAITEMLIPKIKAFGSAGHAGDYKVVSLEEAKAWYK
#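 Giardia FBPA (40 nM reagent) was preincubated 10 min at RT with compound (up to 57.5 uM final), then substrate plus GAPDH/TPI/NAD/arsenate coupling system with diaphorase/resazurin was added; resorufin fluorescence (525/598 nm) was read after 20 min.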
# AmpC inh no detg = blocks E. coli AmpC beta-lactamase in detergent-free assay; P00811; AmpC nitrocefin hydrolysis, absorbance 480 nm, 0.0001% Triton; Potency, µM (highest dose often 57.1 µM), for inactives: top-dose activity change, negative = inhibition, usual class: inhibitors; hit rate 0.52% among 330,000;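 further: potency means the concentration at half of the fitted maximal effect; plate controls were no compound for no effect and no enzyme for full effect; nearly all actives have a fitted effect of over 20% in size; some results filed as inactive show a strong effect at the top dose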
# Target sequence (P00811 whole entry, looked up): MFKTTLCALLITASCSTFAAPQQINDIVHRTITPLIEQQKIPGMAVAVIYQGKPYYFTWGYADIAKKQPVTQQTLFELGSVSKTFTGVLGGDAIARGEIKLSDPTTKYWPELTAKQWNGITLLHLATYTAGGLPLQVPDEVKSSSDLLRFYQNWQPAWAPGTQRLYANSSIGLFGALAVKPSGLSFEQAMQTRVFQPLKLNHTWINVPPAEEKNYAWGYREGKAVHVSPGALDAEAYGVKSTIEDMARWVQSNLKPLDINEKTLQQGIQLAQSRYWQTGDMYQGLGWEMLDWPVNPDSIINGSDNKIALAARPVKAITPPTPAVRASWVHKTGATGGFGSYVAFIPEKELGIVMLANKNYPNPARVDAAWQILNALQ
#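 20 mM phosphate pH 7.0 + 0.01% (detergent screen) or 0.0001% Triton X-100; 5.3 nM AmpC reagent; cpd preinc 15 min RT; nitrocefin (800 uM stock) to start; A480 q20 s × 4 min; Activity was normalised to no-enzyme and no-compound control wells.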
# HCV inh = inhibitors of hepatitis C virus infection | Potency, µM (highest dose often 41.8 µM), inactives show at the top dose activity change, negative = inhibition, actives largely listed as inhibitors | Huh7.5.1 HCVcc-Cre infection, luciferase reporter, 44 h | hit rate 3.4% among 340,000; further: potency means the concentration at half of the fitted maximal effect
#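 Reporter virus HCVcc-Cre (~0.5 moi) infects cells exposed to compound; seeding density 1,000 cells/well with 4 h settling beforehand. Luminescence, 15 sec read, taken 44 h post-infection following a 15 min RT substrate incubation.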
# AmpC detergent = AmpC beta-lactamase inhibition with detergent present. P00811. AmpC hydrolysis of nitrocefin, absorbance 480 nm, 0.01% Triton. Potency, µM (doses to about 114 µM), for inactives: top-dose activity change, negative = inhibition, actives largely listed as inhibitors. hit rate 0.041% among 370,000. AID 485294;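 further: potency means the concentration at half of the fitted maximal effect; 0% = no-compound wells and -100% = no-enzyme wells; nearly all actives have a fitted effect of over 25% in size; some results filed as inactive show a strong effect at the top dose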
#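 20 mM phosphate pH 7.0 + 0.01% (detergent screen) or 0.0001% Triton X-100; 5.3 nM AmpC reagent; cpd preinc 15 min RT; nitrocefin (800 uM stock) to start; A480 q20 s × 4 min; Activity was normalised to no-enzyme and no-compound control wells.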
# * = called active by the depositor; ? = inconclusive; nt = no result given; [ ] = another dose, or the depositor's remark. Unless noted, the call rests on the fitted dose curve; in most records, active means well fitted curve in the direction sought with a large enough effect; inconclusive means small, poorly fitted or top-dose-only effect, or another doubt; inactive means no such curve, though single readings can be large; an effect the other way counts as inactive or inconclusive. Unless noted, on the % scale 0 is the no-effect control and ±100 the full control effect.
# Values run as follows: Sm TGR inh, HCMV antiviral, FBPA Giardia inh, AmpC inh no detg, HCV inh, AmpC detergent
> Cc1ccccc1-c1n[nH]c(=S)n1/N=C/c1ccc(-c2ccccc2Br)o1
→ 2%, -89*, 0%, -47%, -18%, -4%
> CC1(C)CC(NC(=O)CCC2CCCC2)CC(C)(C)N1
→ 5%, -1, 20%, -6%, -1%, -9%
> CC(C)COc1ccc(C(=O)Nc2onc3c2CCCC3)cc1
→ 5%, 20, nt, nt, nt, 15%
> COC(=O)C1CSC(C(=O)OC)N1C(=O)Nc1ccc(Cl)c(Cl)c1 (stereo not drawn)
→ -7%, -11, 4%, ?, -2%, -3%
> Fc1ccc(-n2c(-c3cccs3)nc3nc4ccccc4nc32)cc1
→ 6%, -4, 5%, -27%, 1%, 5%
> COc1ccc(S(=O)(=O)N2CCC(C(=O)NC3CC3)CC2)cc1OC
→ -12%, 12, 4%, -11%, 5%, -9%
> COc1ccc(NS(=O)(=O)c2ccc(C)c(C(=O)N(C)CC(=O)Nc3cccc(OC)c3)c2)cc1
→ -1%, -9, nt, -41%, -1%, -13%
> CCC(C)(C)n1nnnc1CN1CCN(c2ccc(OC)cc2)CC1
→ -11%, 75, 0%, 67%[activator], 13%, 3%
> CC(=O)c1c(C)[nH]c(C(=O)CSc2nnc(NC3CC3)s2)c1C
→ 0%, -7, nt, -1%, ?, 0%
> CN(C(=O)c1cccn(Cc2ccccc2)c1=O)c1ccccc1
→ 3%, -25, -2%, -12%, 8%, -5%
> COc1ccc(C(=O)N2CCN(Cc3ccccn3)CC2)cc1
→ 57%[activator], -36, ?, -10%, 10%, -6%
> O=C(NCc1nc(-c2ccccc2)no1)c1ccc2c(c1)OCO2
→ 1%, -9, 1%, -31%, ?, ?
> CCc1ccccc1NC(=O)CSc1nnc([C@@H](NC(=O)OC(C)(C)C)C(C)CC)o1 (stereo partly drawn)
→ 1%, 18, 9%, -2%, -11%, ?
> COc1ccc(Cl)cc1NCCC(O)c1ccc(F)cc1 (stereo not drawn)
→ 0%, -30, 2%, -8%, 7.1µM*, 0%
> Nc1nnc(SCC(=O)OCC(=O)NC23CC4CC(CC(C4)C2)C3)s1
→ -5%, ?, 0%, -28%, -24%, ?
> Cc1cc(C)c2ccc(N)nc2c1O
→ -13%, -105*, 12%, -28%, 11µM*, -4%
> O=C(c1ccc2c(c1)OCO2)N(c1ccc(Cl)cc1)C1C=CS(=O)(=O)C1 (stereo not drawn)
→ -7%, -23, 14%, 1%, 13%, ?
> Cc1ccc(N2C(=O)CN(Cc3sccc3C)C2=S)cc1C
→ 1%, ?, 3%, -35%, -4%, -3%
> Cc1cccn2c(=O)nc(SCC(=O)NCc3ccccc3)nc12
→ 0%, -11, nt, -9%, -2%, ?
> COCCNC(=O)CSCc1c(F)cccc1Cl
→ -6%, 26, 2%, -13%, 23%, 4%

# Later entries:
# Values run as follows: Sm TGR inh, HCMV antiviral, FBPA Giardia inh, AmpC inh no detg, HCV inh, AmpC detergent
> COc1ccc(-c2cn3nc(N4CCC(C(=O)Nc5cc(Cl)ccc5OC)CC4)sc3n2)cc1
→ -2%, 0, nt, nt, nt, 8%
> CC(C)(O)C#Cc1ccc(C(=O)NCCC(=O)O)s1
→ 2%, -34, 2%, -7%, 2%, -1%
> CCOC(=O)c1[nH]c2cc(OC)c(OC)cc2c1NC(=O)c1ccc2c(c1)OCO2
→ 3%, -40, 0%, -21%, 26%, -1%
> Cc1c(C(=O)N2CCc3ccccc32)cnn1C
→ -12%, 7, 4%, -14%, 29%, -5%
> OCCOCCNc1ncnc2c1cnn2-c1ccc(Cl)cc1
→ 3%, 118, -12%, 0%, -2%, 3%
> COc1ccc(/C=C2\SC(=O)N(CC(=O)NCCC(C)C)C2=O)cc1OC
→ -9%, -17, 2%, -1%, -13%, 3%
> O=C(O)c1cc(=O)c2c(OCC(O)COc3cccc4oc(C(=O)O)cc(=O)c34)cccc2o1
→ -10%, -21, -9%, -25%, ?, -3%
> Cc1ccc(NC(=O)CCC(=O)NNC(=O)CCc2ccccc2)c(C)c1
→ 7%, -38, -2%, -19%, 10%, -4%
> O=C(NCCCn1ccnc1)c1cc(-c2ccc3c(c2)OCO3)on1
→ -1%, 58, -1%, -16%, 9%, -4%
> CCC(=O)c1ccc(OCC(=O)NC2(C#N)CCCCC2)cc1
→ -1%, -5, 4%, -16%, 11%, 10%
> Cc1ccc(C(C(=O)NC2CCCC2)N(Cc2ccco2)C(=O)CCC(=O)Nc2ccccn2)cc1 (stereo not drawn)
→ -9%, 0, 6%, 22%, -15%, -18%
> O=C(N/N=C/c1cc(Br)c(Br)o1)c1cccnc1
→ 28µM*, -7, ?, -21%, 6%, 2%
> Cc1noc(C)c1S(=O)(=O)N1CCC(C(=O)N(C)Cc2ccccc2)CC1
→ 2%, -7, 9%, 29%, 2%, -1%
> Cc1ccc(C)c(NS(=O)(=O)c2ccc(OCC(=O)N3CCOCC3)cc2)c1
→ -5%, -6, 10%, 9%, 20%, 3%
> CCS(=O)(=O)N1CCC(C(=O)O)CC1
→ -4%, ?, 4%, -12%, 17%, 0%
> CCNC(=O)/C(C#N)=C/c1c(N2CCN(c3cccc(Cl)c3)CC2)nc2c(C)cccn2c1=O
→ 8%, -40, 5%, 1%, ?, -2%
> O=C1c2ccccc2C(=O)N1/N=C/c1ccc(O)c(O)c1
→ -10%, 33, ?, -32%, -3%, -1%
> O=C(O)/C=C\C(=O)Nc1cccc(NC(=O)c2ccccc2)c1
→ nt, -29, -6%, ?, 4%, -6%
> O=C(CCCCCN1C(=O)c2ccccc2C1=O)Nc1ccccc1F
→ 4%, 22, -5%, -8%, -5%, -5%
> Cc1cc(C)cc(NC(=O)C2CCN(S(C)(=O)=O)CC2)c1
→ 15%, 55, -4%, -4%, 19%, -13%

# Another view of part of the listing above.
Molecule	Sm TGR inh	HCMV antiviral	FBPA Giardia inh	AmpC inh no detg	HCV inh	AmpC detergent
Cc1ccc(NC(=O)CCC(=O)NNC(=O)CCc2ccccc2)c(C)c1	7%	-38	-2%	-19%	10%	-4%
O=C(NCCCn1ccnc1)c1cc(-c2ccc3c(c2)OCO3)on1	-1%	58	-1%	-16%	9%	-4%
CCC(=O)c1ccc(OCC(=O)NC2(C#N)CCCCC2)cc1	-1%	-5	4%	-16%	11%	10%
Cc1ccc(C(C(=O)NC2CCCC2)N(Cc2ccco2)C(=O)CCC(=O)Nc2ccccn2)cc1 (stereo not drawn)	-9%	0	6%	22%	-15%	-18%
O=C(N/N=C/c1cc(Br)c(Br)o1)c1cccnc1	28µM*	-7	?	-21%	6%	2%
Cc1noc(C)c1S(=O)(=O)N1CCC(C(=O)N(C)Cc2ccccc2)CC1	2%	-7	9%	29%	2%	-1%
Cc1ccc(C)c(NS(=O)(=O)c2ccc(OCC(=O)N3CCOCC3)cc2)c1	-5%	-6	10%	9%	20%	3%
CCS(=O)(=O)N1CCC(C(=O)O)CC1	-4%	?	4%	-12%	17%	0%
CCNC(=O)/C(C#N)=C/c1c(N2CCN(c3cccc(Cl)c3)CC2)nc2c(C)cccn2c1=O	8%	-40	5%	1%	?	-2%
O=C1c2ccccc2C(=O)N1/N=C/c1ccc(O)c(O)c1	-10%	33	?	-32%	-3%	-1%
O=C(O)/C=C\C(=O)Nc1cccc(NC(=O)c2ccccc2)c1	nt	-29	-6%	?	4%	-6%
O=C(CCCCCN1C(=O)c2ccccc2C1=O)Nc1ccccc1F	4%	22	-5%	-8%	-5%	-5%
Cc1cc(C)cc(NC(=O)C2CCN(S(C)(=O)=O)CC2)c1	15%	55	-4%	-4%	19%	-13%

# More entries follow:
# Values run as follows: Sm TGR inh, HCMV antiviral, FBPA Giardia inh, AmpC inh no detg, HCV inh, AmpC detergent
> Cc1cc(NC(=O)c2ccco2)no1
→ 2%, 22, 2%, -12%, -10%, 3%
> CCCCc1nn2c(=O)cc(COC(=O)c3cccc(OC)c3)nc2s1
→ -11%, -13, nt, nt, nt, -10%
> CCCc1ccc(-c2ccc(C(=O)Oc3ccc(Br)cc3)cc2)nc1
→ 0%, 24, nt, nt, nt, 1%
> Cn1cccc1/C=N/NC(=O)c1cccs1
→ -11%, 18, nt, -9%, -6%, 1%
> O=C(O)c1nc(-c2ccccc2)n(-c2ccc(Cl)cc2)n1
→ 15%, -8, 4%, -14%, -7%, 5%
> C/C(=N\N1CCN(Cc2ccc(Cl)cc2)CC1)c1ccc([N+](=O)[O-])cc1
→ -15%, -24, 0%, 32%, 11µM*, -3%
> CCOc1ccc(C2=CC(c3cc(Br)ccc3F)n3ncnc3N2)cc1Cl (stereo not drawn)
→ -8%, -2, nt, nt, nt, 3%
> COc1ccc(S(=O)(=O)Cc2ccccc2)cc1N
→ -25%, -34, 4%, -17%, 2%, ?
> COC(=O)c1ccc(C)c(NC(=O)Cc2coc3cc(OC)ccc23)c1
→ -8%, 6, 2%, -34%, -11%, -16%
> NC(=O)Cn1cc(C=C2C(=O)NC(=O)NC2=O)c2ccccc21
→ 0%, -3, 4%, 2%, 12%, -8%
> Cc1ccc(C)c(S(=O)(=O)N2CCN(C(=O)[C@H](C)N3C(=O)C4CC=CCC4C3=O)CC2)c1 (stereo partly drawn)
→ 0%, -3, nt, -3%, -8%, -14%
> O=C(Cc1cccs1)N1CCN(c2ccc([N+](=O)[O-])cc2)CC1
→ -20%, -15, 1%, -29%, ?, ?
> COc1cc(/C=C(\C#N)C(=O)NCC2CCCO2)ccc1OCC(=O)O (stereo not drawn)
→ -1%, -22, -9%, -17%, 18%, 6%
> COc1cc2c(C#CCO)c(-c3ccc(C#N)cc3)oc(=O)c2cc1OC
→ nt, -16, nt, -10%, 9%, nt
> O=C(NCCCc1nc2ccccc2n1Cc1ccccc1Cl)c1ccco1
→ 0%, -22, nt, nt, nt, 10%
> O=C(CN1C(=O)c2cccc3cccc1c23)N1CCc2ccccc2C1
→ -2%, ?, ?, -26%, ?, 1%
> O=C(NCCC(=O)N1CCCC(C(F)(F)F)C1)c1ccc(Br)cc1 (stereo not drawn)
→ 0%, ?, nt, 35%, 8%, -7%
> O=C(Nc1ccc(Br)cc1)c1cccnc1N1CCOCC1
→ 33%, -6, 2%, 8%, 11%, -5%
> CCC(O)c1nc2ccccc2n1CCc1ccccc1 (stereo not drawn)
→ 0%, 25, 5%, -6%, 1%, -13%
> COc1ccc(S(=O)(=O)N2CCc3ccccc32)cc1C(=O)NCc1ccco1
→ ?, -38, nt, -33%, -18%, -6%
> Cc1noc(C)c1CSCC(=O)OCC(=O)NC1CCCCC1
→ -1%, 22, 3%, -18%, -2%, -9%
> Cc1nc2c(nnn2Cc2ccccc2)c(=O)n1-c1ccccc1
→ 0%, 43, 5%, -8%, 0%, -8%
> CCOc1ccc(-n2c(SCC(=O)Nc3ccc4c(c3)OCO4)nc3ccccc3c2=O)cc1
→ 2%, 5, 4%, -25%, ?, -19%

# Compound activity: PubChem BioAssay, National Center for Advancing Translational Sciences (NCATS)
